EPAC2 antag = EPAC2 (human) antagonism | EPAC2 GEF exchange of Rap1B-BODIPY-GDP, fluorescence | actives 0.18% (n = 360,000) | Potency, µM (top dose mostly 114 µM), for the others: top-dose activity, negative = inhibition, hits mostly inhibitors; also: % is scaled to controls: 0 for no effect and ±100 for the full control effect; nearly all actives have a fitted effect of over 45% in size; many of its hits are not listed in these tables
Target sequence (Q8WZA2 whole entry, looked up): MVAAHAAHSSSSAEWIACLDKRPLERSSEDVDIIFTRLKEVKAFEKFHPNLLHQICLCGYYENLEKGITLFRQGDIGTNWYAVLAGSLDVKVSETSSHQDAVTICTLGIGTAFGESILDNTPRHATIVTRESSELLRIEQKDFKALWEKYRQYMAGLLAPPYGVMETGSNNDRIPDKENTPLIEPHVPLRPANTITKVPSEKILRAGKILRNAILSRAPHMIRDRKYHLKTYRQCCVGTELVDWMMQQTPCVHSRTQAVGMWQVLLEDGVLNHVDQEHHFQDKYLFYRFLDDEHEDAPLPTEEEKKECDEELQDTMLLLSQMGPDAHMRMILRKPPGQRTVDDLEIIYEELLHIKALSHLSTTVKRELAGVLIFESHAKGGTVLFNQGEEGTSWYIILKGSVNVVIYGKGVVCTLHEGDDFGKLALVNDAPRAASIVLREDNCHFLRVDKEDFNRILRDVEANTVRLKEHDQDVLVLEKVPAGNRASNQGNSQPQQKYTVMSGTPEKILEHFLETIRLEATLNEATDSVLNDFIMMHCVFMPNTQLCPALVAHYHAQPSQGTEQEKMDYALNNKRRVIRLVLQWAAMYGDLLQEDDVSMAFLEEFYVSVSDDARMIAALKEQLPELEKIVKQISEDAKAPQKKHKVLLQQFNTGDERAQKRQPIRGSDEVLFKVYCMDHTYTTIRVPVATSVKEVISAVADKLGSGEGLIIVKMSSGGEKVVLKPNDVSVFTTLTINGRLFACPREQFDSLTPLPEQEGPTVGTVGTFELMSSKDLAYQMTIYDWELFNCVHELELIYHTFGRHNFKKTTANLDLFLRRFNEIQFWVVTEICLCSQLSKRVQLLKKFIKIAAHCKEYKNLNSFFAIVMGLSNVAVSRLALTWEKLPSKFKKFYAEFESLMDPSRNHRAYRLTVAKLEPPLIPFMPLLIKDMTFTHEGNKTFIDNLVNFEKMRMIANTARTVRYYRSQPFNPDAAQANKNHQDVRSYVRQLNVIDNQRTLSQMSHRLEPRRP
MCF10A rereplic = inducers of DNA re-replication in MCF 10A breast cells; actives 2.9% (n = 350,000); MCF 10A DNA re-replication, Hoechst nuclear intensity, 48 h; Potency, µM (doses to about 46.1 µM), inactives show at the top dose activity, positive = re-replication, usual class: activators; AID 624296; also: % of control where 0% means no effect; nearly all actives have a fitted effect of over 50% in size
TGFb inhibitor = blocks TGF-b signaling. HepG2 CAGA-GFP TGF-b/SMAD3 reporter, GFP fluorescence, 18 h; TGF-beta stimulated, 500 pg/mL final. Potency, µM (series often up to 46.1 µM), for inactives: top-dose activity, negative = inhibition, most hits filed as inhibitors. actives 1.2% (n = 410,000); also: % is scaled to controls: 0 for no effect and ±100 for the full control effect; nearly all actives have a fitted effect of over 65% in size
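Read-out: total well GFP (ex488/em500-530) summed from mean per-cell fluorescence. Cells: HEPG2 CAGA-GFP, 1% FBS DMEM, 18 h at 37 degrees C with 500 pg/mL final TGF-beta. Unstimulated wells served as the full-inhibition control; stimulated DMSO wells = 0%.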
ATXN2 expr inh = reduces ATXN2 reporter expression in HEK-293 cells; HEK-293 ATXN2-luciferase reporter, luminescence, 24 h; AID 1745845; Potency, µM (doses to about 57 µM), for the others: at the top dose activity change, negative = inhibition, actives largely listed as inhibitors; actives 0.72% (n = 360,000); also: % is scaled to controls: 0 for no effect and ±100 for the full control effect; nearly all actives have a fitted effect of over 55% in size
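ATXN2-luciferase reporter cells (luciferase flanked by upstream and downstream ATXN2 gene portions) were treated 24 h at 37 °C with compounds at up to 57 uM. SteadyGlo luminescence gave expression; GF-AFC fluorescence gave viability.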
A549 viability = A549 cytotoxicity, counter-screen for Nrf2 inhibitors. A549 ARE-Fluc cells, CellTiter-Fluor viability, 18-24 h. Potency, µM (titrated, usually from 46 µM), for the others: at the highest dose activity change, negative = cytotoxicity, actives largely listed as inhibitors. actives 0.16% (n = 390,000); also: % is scaled to controls: 0 for no effect and ±100 for the full control effect
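A549 ARE-Fluc cells in 5% FBS OPTI-MEM, 5000 cells/well, rested 2 h then exposed to compounds in concentration-response for 18-24 h at 37 °C. Viability by CellTiter-Fluor fluorescence (Ex 405/Em 525) after 30 min; luciferase luminescence (BugLite, 15 min, RT) read afterwards.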
Nrf2 ARE act = Nrf2 pathway activation. AREc32 ARE-luciferase reporter (MCF7-derived line), luminescence, 24 h. Potency, µM (doses to about 46.1 µM), for the others: at the top dose activation, usual class: activators. actives 0.31% (n = 410,000). AID 624171; also: % of control where 0% means no effect; nearly all actives have a fitted effect of over 65% in size
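Quantitative high-throughput format: AREc32 reporter cells, 1000 per well, received compound by pin transfer and were incubated 24 hr at 37 deg C, 5% CO2, before Steady-Glo luminescence detection.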
S2 tox = reduces viability in counter-screen for ATXN expression inhibitors. S2 cells (HEK-293 line with an ATXN2-luciferase reporter) viability, CellTiter-Fluor protease fluorescence, 24 h. Potency, µM (top dose mostly 56.7 µM), actives largely listed as cytotoxic. actives 0.49% (n = 400,000); also: nearly all actives have a fitted effect of over 40% in size
Nrf2 block = Nrf2 pathway inhibition; AID 504444; Potency, µM (titrated, usually from 46 µM), without a hit: top-dose activity change, negative = inhibition, hits mostly inhibitors; actives 2.1% (n = 360,000); A549 ARE-Fluc reporter, luciferase luminescence, 18-24 h; also: % is scaled to controls: 0 for no effect and ±100 for the full control effect; nearly all actives have a fitted effect of over 60% in size
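Nrf2 function is reported as luminescence of an ARE-controlled luciferase in A549 cells. Compounds were tested at several concentrations, and a CellTiter-Fluor read on the same wells flagged cytotoxicity.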
HepG2 viability = kills HepG2 cells in TGF-b inhibitor counter-screen; actives 0.76% (n = 410,000); Potency, µM (series often up to 46.1 µM), for the others: top-dose activity change, negative = cytotoxicity, usual class: cytotoxic; HepG2 CAGA-GFP viability, ATP luminescence, 18 h; AID 588856; also: some results filed as inactive show a strong effect at the top dose
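CellTiter-Glo luminescence gave cytotoxicity after 18 hours at 37 degrees C. The cells were HepG2 CAGA-GFP in 1% FBS DMEM, stimulated with 500 pg/mL TGF-beta after compound addition. %Activity was normalised to no-cell wells (complete cell-killing) and DMSO (no toxicity), and curves were fitted and classified.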
* hit, by the source's call; i = inactive; ? = inconclusive; · = not tested or not shown; [ ] = remark or other dose. Calls follow the shape of the dose curve; as a rule, active = well fitted curve in the direction sought with a large enough effect; inconclusive = small, poorly fitted or top-dose-only effect, or another doubt; inactive = no such curve, though single readings can be large; an effect the other way counts as inactive or inconclusive. Potency is read from the fitted curve at half-maximal effect. This is a subset (hit frequency here may not be typical).

SMILES | EPAC2 antag | MCF10A rereplic | TGFb inhibitor | ATXN2 expr inh | A549 viability | Nrf2 ARE act | S2 tox | Nrf2 block | HepG2 viability
CCN(CC)S(=O)(=O)c1ccc(N2CCOCC2)c(NC(=O)c2ccc3ccccc3c2)c1 | -13% | 2% | -27% | -7% | 5% | 0.1% | i | -26% | -11%
Oc1ccc(/C=N\Nc2cc(N3CCOCC3)nc(N3CCOCC3)n2)c(O)c1 | 14% | ? | 57%[activator] | -5% | -19% | 2.9% | i | -15% | -36%
O=C(Nc1cccc([N+](=O)[O-])c1)N(c1ccccc1)c1ccccc1 | -14% | 18% | ? | -7% | -1% | 0.6% | i | -14% | -27%
COc1ccc(N(C(=O)C2CCCCC2)C2C=CS(=O)(=O)C2)c(OC)c1 (centres undefined) | 3% | 2% | 5% | -2% | 1% | -0.8% | i | 3% | 5%
CCNC(=O)C1CCCN(Cc2ccc(OCc3ccccc3)cc2)CC1 (centres undefined) | 1% | · | 0% | 3% | · | 4.2% | i | · | -31%
O=C(Nc1ccc(N2CCOCC2)c2nonc12)C1CCCC1 | 3% | 4% | 2% | 26% | -7% | 4.6% | i | ? | -22%
CCN(CC)C(=O)c1c(C)nc2ccccn12 | 8% | -5% | 4% | -1% | 4% | 0.0% | i | · | 1%
O=C(CSc1nnc(CNc2ccc(F)cc2)n1Cc1ccccc1)N1CCOCC1 | 10% | 4% | -3% | -2% | 7% | 0.0% | i | 22% | -13%
Cc1cc(=O)[nH]c(SCC(=O)Nc2cc(S(=O)(=O)N3CCCC3)ccc2Cl)n1 | -1% | -1% | -2% | 1% | -3% | -0.2% | i | -20% | -5%
Cc1ccc(N2CC(C(=O)Nc3nnc(C(C)C)s3)CC2=O)cc1 (centres undefined) | -1% | 16% | -1% | -3% | -18% | 0.4% | i | -28% | 15%
CCOc1ccc(N2C(=O)c3ccc(C(=O)OCc4c(C)noc4C)cc3C2=O)cc1 | 10% | 0% | 6% | -17% | -2% | 0.4% | i | 0% | 4%
O=C(CSc1ccccc1)Nc1cccc(S(=O)(=O)N2CCOCC2)c1 | -14% | 9% | 17% | · | 16% | 2.1% | i | -3% | 33%

Looked up above.
For Nrf2 ARE act, `O=C(Nc1cccc([N+](=O)[O-])c1)N(c1ccccc1)c1ccccc1` is listed with 0.6%
For TGFb inhibitor, `Cc1ccc(N2CC(C(=O)Nc3nnc(C(C)C)s3)CC2=O)cc1` (centres undefined) is listed with -1%

The listing picks up with the two entries that preceded the break.
SMILES | EPAC2 antag | MCF10A rereplic | TGFb inhibitor | ATXN2 expr inh | A549 viability | Nrf2 ARE act | S2 tox | Nrf2 block | HepG2 viability
CCOc1ccc(N2C(=O)c3ccc(C(=O)OCc4c(C)noc4C)cc3C2=O)cc1 | 10% | 0% | 6% | -17% | -2% | 0.4% | i | 0% | 4%
O=C(CSc1ccccc1)Nc1cccc(S(=O)(=O)N2CCOCC2)c1 | -14% | 9% | 17% | · | 16% | 2.1% | i | -3% | 33%
CC(C)C(=O)Nc1ccc(C(=O)NNC(=S)NC(=O)c2ccco2)cc1 | 20% | 0% | 2% | -9% | 1% | -1.3% | i | -7% | -25%
CCCN1C(=O)C(NC(=O)c2ccccc2OC)(C(F)(F)F)C(C(=O)OC)=C1C (centres undefined) | · | · | -29% | 0% | 1% | 0.5% | ? | -2% | -2%
CCn1c(CC(=O)Nc2ccccc2OC)nnc1SCC(=O)Nc1ccccc1F | 7% | -29% | 4% | 7% | 8% | -0.2% | i | 2% | -17%
CCc1ccc(S(=O)(=O)Nc2cccc(C3OCCCO3)c2)cc1 | -8% | -1% | 14% | -3%[11.3 µM] | -2% | -0.2% | i | 10µM* | 16%
COCCn1c(SCC(=O)Nc2cc(C)on2)nc2ccccc21 | 11% | -1% | -24% | -7% | -1% | 2.4% | ? | -2% | 0%
O=Cc1ccc(Oc2cnccn2)cc1 | 2% | -1% | -20% | 2% | -1% | -0.4% | ? | 8% | -4%
O=C(CN(CCc1ccccc1)C(=O)CNS(=O)(=O)c1ccccc1)NCc1ccco1 | 19% | -6% | 10% | 0% | -1% | 3.3% | ? | -17% | 1%
CC(=O)c1ccc(NC(=O)C(C)n2nc(-c3ccccc3)c3cc(Cl)ccc32)cc1 (centres undefined) | 0% | ? | ? | ? | -19% | -1.3% | ? | ? | -29%
CCOC(=O)N1CCC(NC(=O)CC(NS(=O)(=O)c2ccc(Cl)cc2)c2ccco2)CC1 (centres undefined) | -2% | 1% | 0% | 14% | -7% | 0.1% | i | -21% | 3%
O=C(O)c1ccccc1Nc1cccc(OCc2ccc3ccccc3n2)c1 | 2% | ? | 3% | 5% | -3% | -0.5% | i | -5% | -17%
O=C(NC1(C(=O)NC2CCCCC2)CCCCC1)c1ccccn1 | 7% | 1% | 0% | -13% | -1% | 0.2% | i | ? | -14%
CC(C)n1ncc2c(C(=O)NCC(=O)Nc3ccccc3Br)cc(C3CC3)nc21 | -8% | ? | ? | -20% | -1% | -0.3% | i | -19% | -32%
CC1CCCC(CC(N)=O)CC1 (centres undefined) | 3% | -2% | 16% | 4% | 1% | -0.1% | i | -2% | 10%
COC(=O)c1cc(NC(=O)C2COc3ccccc3O2)ccc1Cl (centres undefined) | -3% | 2% | 1% | 0% | -1% | -0.7% | i | · | 4%
O=C1C=CC(=O)N1Cc1ccncc1 | 8% | -3% | -1% | -9% | -1% | -0.3% | ? | 14% | 5%

Profiles, quoted from the list:
O=C(CN(CCc1ccccc1)C(=O)CNS(=O)(=O)c1ccccc1)NCc1ccco1 is listed as EPAC2 antag: 19%; MCF10A rereplic: -6%; TGFb inhibitor: 10%; ATXN2 expr inh: 0%; A549 viability: -1%; Nrf2 ARE act: 3.3%; S2 tox: ?; Nrf2 block: -17%; HepG2 viability: 1%
O=C(CSc1nnc(CNc2ccc(F)cc2)n1Cc1ccccc1)N1CCOCC1 is listed as EPAC2 antag: 10%; MCF10A rereplic: 4%; TGFb inhibitor: -3%; ATXN2 expr inh: -2%; A549 viability: 7%; Nrf2 ARE act: 0.0%; S2 tox: i; Nrf2 block: 22%; HepG2 viability: -13%
CCOC(=O)N1CCC(NC(=O)CC(NS(=O)(=O)c2ccc(Cl)cc2)c2ccco2)CC1 (centres undefined) is listed as EPAC2 antag: -2%; MCF10A rereplic: 1%; TGFb inhibitor: 0%; ATXN2 expr inh: 14%; A549 viability: -7%; Nrf2 ARE act: 0.1%; S2 tox: i; Nrf2 block: -21%; HepG2 viability: 3%

Sorted by molar mass (rising): three of the compounds above.
SMILES | EPAC2 antag | MCF10A rereplic | TGFb inhibitor | ATXN2 expr inh | A549 viability | Nrf2 ARE act | S2 tox | Nrf2 block | HepG2 viability
O=C1C=CC(=O)N1Cc1ccncc1 | 8% | -3% | -1% | -9% | -1% | -0.3% | ? | 14% | 5%
CC(=O)c1ccc(NC(=O)C(C)n2nc(-c3ccccc3)c3cc(Cl)ccc32)cc1 (centres undefined) | 0% | ? | ? | ? | -19% | -1.3% | ? | ? | -29%
CCOC(=O)N1CCC(NC(=O)CC(NS(=O)(=O)c2ccc(Cl)cc2)c2ccco2)CC1 (centres undefined) | -2% | 1% | 0% | 14% | -7% | 0.1% | i | -21% | 3%

Source: PubChem BioAssay (National Center for Advancing Translational Sciences (NCATS))
